Screening data deposited in PubChem by National Center for Advancing Translational Sciences (NCATS).
aSyn yeast inh = inhibitors of alpha-synuclein toxicity in yeast; Potency, µM (doses to about 46.1 µM), without a hit: at the highest dose growth rescue (activation), usual class: activators; actives 0.14% (n = 370,000); Yeast expressing alpha-synuclein, growth rescue, BacTiter-Glo, 24 h; also: potency is read from the fitted curve at half-maximal effect; % of control where 0% means no effect; nearly all actives have a fitted effect of over 65% in size
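Galactose-induced alpha-syn yeast (OD600=0.02, raffinose-pregrown) + pinned cpd, 24 hr, 30 deg C; growth by BacTiter-Glo luminescence. Growth restoration scores as activation.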
TDP43 rescue = rescues yeast growth from TDP-43 toxicity | TDP-43 expressing yeast growth rescue, BacTiter-Glo, 24 h | Potency, µM (top dose mostly 46.1 µM), for the others: at the top dose growth rescue (activation), most hits filed as activators | actives 1.8% (n = 410,000) | AID 652104; also: potency is read from the fitted curve at half-maximal effect; % of control where 0% means no effect; nearly all actives have a fitted effect of over 50% in size
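Growth rescue of TDP-43-toxic yeast measured as ATP luminescence (BacTiter-Glo). Cells grown to mid-log in raffinose, induced in galactose at OD600=0.02, exposed to compound 24 hr at 30 deg C.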
PTHR1 ag = PTHR1 (human) receptor agonism; Q03431; HEK293 GP2 PTHR1 cells, GloSensor cAMP luminescence, 1 h; Potency, µM (doses to about 115 µM), inactives show at the highest dose activation, most hits filed as activators; actives 0.075% (n = 410,000); AID 743266; also: potency is read from the fitted curve at half-maximal effect; nearly all actives have a fitted effect of over 55% in size; some results filed as inactive show a strong effect at the top dose; inactives centre near -15; many of its hits are not listed in these tables
Target sequence (Q03431 whole entry, looked up): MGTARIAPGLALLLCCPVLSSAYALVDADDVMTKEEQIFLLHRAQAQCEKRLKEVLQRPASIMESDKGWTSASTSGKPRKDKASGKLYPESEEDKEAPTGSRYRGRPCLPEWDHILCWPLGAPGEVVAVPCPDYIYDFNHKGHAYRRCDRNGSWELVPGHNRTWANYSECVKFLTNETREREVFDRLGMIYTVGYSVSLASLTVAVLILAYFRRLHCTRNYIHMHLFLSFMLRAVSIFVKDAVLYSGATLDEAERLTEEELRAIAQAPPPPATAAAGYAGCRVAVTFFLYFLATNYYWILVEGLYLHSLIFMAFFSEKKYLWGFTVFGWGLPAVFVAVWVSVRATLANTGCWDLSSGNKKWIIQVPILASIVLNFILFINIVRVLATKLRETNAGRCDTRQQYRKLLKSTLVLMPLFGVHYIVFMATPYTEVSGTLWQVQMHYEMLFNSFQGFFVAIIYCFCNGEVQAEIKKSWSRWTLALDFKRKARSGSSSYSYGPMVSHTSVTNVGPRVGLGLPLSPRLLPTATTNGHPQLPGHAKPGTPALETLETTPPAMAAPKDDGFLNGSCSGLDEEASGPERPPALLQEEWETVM
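HEK-293-derived GP2 cells expressing PTHR1 and a GloSensor cAMP reporter, 3,000/well, plated overnight, given luciferin plus IBMX (each 0.5 mM as added) for 1 h at 37 °C, then compound for 1 h at 37 °C. Luminescence was read after 15 min at room temperature.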
Abeta yeast res = compounds reversing amyloid beta toxicity in yeast. yeast expressing A-beta42, growth rescue, OD600, 48 h; response scale: 0% DMSO, 100% iron-clioquinol control. Potency, µM (titrated, usually from 46.1 µM), for inactives: top-dose growth rescue, actives largely listed as activators. actives 0.063% (n = 410,000); also: potency is read from the fitted curve at half-maximal effect; nearly all actives have a fitted effect of over 55% in size
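Yeast growth medium received pinned compounds, then yeast cells expressing toxic A-beta were added; plates incubated at 30 C for 48 hr. Growth read as absorbance at 600 nm, normalized to DMSO and equimolar FeCl3 plus clioquinol controls.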
GLP1R inv ag = GLP-1 receptor (human) inverse agonism. actives 1.6% (n = 410,000). P43220. AID 624417. HEK293 GLP-1R CRE-luciferase, luminescence, 24 h; GLP-1R form is constitutively active. Potency, µM (highest dose often 38.3 µM), for the others: at the top dose activity change, negative = inhibition, usual class: inhibitors; also: potency is read from the fitted curve at half-maximal effect; % is scaled to controls: 0 for no effect and ±100 for the full control effect; nearly all actives have a fitted effect of over 55% in size
Target sequence (P43220 whole entry, looked up): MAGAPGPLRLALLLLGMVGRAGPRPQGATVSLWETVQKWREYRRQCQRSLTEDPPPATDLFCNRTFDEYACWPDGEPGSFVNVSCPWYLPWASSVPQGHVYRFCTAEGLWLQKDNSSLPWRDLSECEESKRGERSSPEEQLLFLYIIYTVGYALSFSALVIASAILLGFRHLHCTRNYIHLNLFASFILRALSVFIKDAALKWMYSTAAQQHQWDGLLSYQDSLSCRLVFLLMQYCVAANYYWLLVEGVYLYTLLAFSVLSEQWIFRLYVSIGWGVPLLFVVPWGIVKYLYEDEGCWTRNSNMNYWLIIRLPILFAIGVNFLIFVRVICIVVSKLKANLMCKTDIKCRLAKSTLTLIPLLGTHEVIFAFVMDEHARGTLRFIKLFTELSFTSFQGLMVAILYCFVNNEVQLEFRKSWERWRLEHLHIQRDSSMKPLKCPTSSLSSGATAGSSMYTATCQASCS
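Inverse agonists were sought by their lowering of basal cAMP reporter luciferase output in HEK293 cells stably carrying constitutively active human GLP-1R, after 24 h compound treatment.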
GLP1R ag = agonists of human GLP-1 receptor; P43220; Potency, µM (titrated, usually from 45.6 µM), for the others: at the highest dose activation, most hits filed as activators; actives 0.007% (n = 380,000); HEK293 GLP-1R CRE-luciferase, luminescence, 4-6 h; cells express a hypersensitive GLP-1R form; AID 624172; also: potency is read from the fitted curve at half-maximal effect; % of control where 0% means no effect
DRD3 antagonist = blocks the human D3 dopamine receptor; P35462; D3R cells, DiscoveRx beta-arrestin luminescence, antagonist mode; hits give low values; max response, negative = inhibition, %; actives 2.5% (n = 360,000); AID 652054; in the data active = max response below about -50%; inconclusive = no clear call, values can overlap the other calls; also: % is scaled to controls: 0 for no effect and ±100 for the full control effect; mostly tested at two doses, the higher about 12 µM
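Cells expressing the human receptor were seeded at 1500 cells/well, incubated overnight at 37 degrees C in 5% CO2, then exposed to library compounds with dopamine controls for 90 minutes at 37 degrees C before luminescent detection.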
Akt phos inh = inhibitors of Akt phosphorylation | actives 0.32% (n = 360,000) | activity change, % for hits at 50 µM | Neuro2A IGF-stimulated pAkt S473 HTRF, 20 min; hits give low values; in the data active = activity change below about -80%; inconclusive = mostly about -51% to -80%; also: % is scaled to controls: 0 for no effect and ±100 for the full control effect
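Neuro2A cells (4,500/well, DMEM with 0.5% FBS) were treated with compound at a single 50 µM final concentration, stimulated with 6 nM IGF for 20 min at 37 °C, and lysed. Phospho-Akt Ser473 was read by HTRF as 665/615 ratio ×10^4.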
FUS yeast rescue = suppressors of FUS proteinopathy in yeast. S. cerevisiae FUS-expressing, growth rescue, OD600, 24 h. Potency, µM (highest dose often 76.6 µM), inactives show at the top dose growth rescue (activation), hits mostly activators. actives 0.24% (n = 390,000);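 also: potency is read from the fitted curve at half-maximal effect; plate controls were DMSO vehicle for no effect and reference control for full effect; nearly all actives have a fitted effect of over 55% in size; some results filed as inactive show a strong effect at the top dose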
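Cultures pregrown in 2.5% raffinose medium are shifted to minimal medium containing 2% galactose to express toxic FUS. Compounds are tested at several concentrations. After 24hr at 30C, growth is quantified at 600 nm absorbance.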
* hit, by the source's call; i = inactive; ? = inconclusive; . = not tested or not shown; & = joins results of further samples; [ ] = dose if it differs, or a comment. Unless noted, calls follow the shape of the dose curve; as a rule, active = well fitted curve in the direction sought with a large enough effect; inconclusive = small, poorly fitted or top-dose-only effect, or another doubt; inactive = no such curve, though single readings can be large; an effect the other way counts as inactive or inconclusive.

SMILES	aSyn yeast inh	TDP43 rescue	PTHR1 ag	Abeta yeast res	GLP1R inv ag	GLP1R ag	DRD3 antagonist	Akt phos inh	FUS yeast rescue
Cc1ccc2nc(-c3cccc(Br)c3)cc(C(=O)NCC3CCCO3)c2c1 (stereo not given)	-8%	12%	0%	-12%	3%	2%	65	i	-2%
Cc1nc2sccn2c(=O)c1S(=O)(=O)NCc1ccccc1	-4%	-6%&-2%	?	-4%&-4%	-1%&3%	-6%	-24	i	-23%&-33%
CCC(C(=O)n1cccc1C#N)c1ccccc1C (stereo not given)	-4%	15%	i	1%	-6%	-1%	2	i	-16%
CCCCc1nc2cc(C(=O)N3CCCC3)ccc2o1	4%	16%	-28%	.	8%	12%	21	i	-18%
CSc1nc2ccccc2c(=O)n1N	-6%	-8%	i	1%	5%	4%	8	i	24%
COc1ccc(CN2CCCC(C(=O)N3CCCC3)C2)cc1 (stereo not given)	.	7%	i	9%	0%	8%	?	.	-16%
Cc1ccc(S(=O)(=O)N(C)C)cc1NC(=S)N1CCCCC1CO (stereo not given)	0%	-11%[9.22 µM]	-13%	10%	9%	-3%	-12	i	5%
CCn1c(CNc2ccc(F)cc2)nnc1SCC(=O)Nc1ccc(OC)cc1	6%	-3%	-3%	6%	7%	-2%	3	i	4%
COCCN(C(=O)c1oc2ccccc2c1COC)c1c(N)n(CC(C)C)c(=O)[nH]c1=O	0%	16%	i	5%	17%	0%	2	i	.
O=S(=O)(N/N=C/c1ccc(N2CCOCC2)cc1)c1ccccc1	1%	0%	i	-12%	1%	8%	8	i	15%
O=C(c1cc2cc([N+](=O)[O-])ccc2oc1=O)N1CCOCC1	-1%	-12%	-17%	-10%	-10%	-1%	1	i	13%
O=C(N/N=C/c1c[nH]c2ccc(Br)cc12)C1CC1	12%	19%	0%	.	?	0%	12	i	15%
COc1ccc(-c2[nH]ncc2[C@@H]2C[C@H]3CN(Cc4ccccc4C)C(=O)[C@]34CCCN24)cc1	4%	2%	-15%	-3%	?	-8%	8	i	-2%
COc1ccc(OC)c(S(=O)(=O)N2CCN(Cc3ccccc3)CC2)c1	6%	8%	i	-9%	14%	4%	35	i	-14%
Cc1cc(C)c(S(C)(=O)=O)c(S(=O)c2ccc(Cl)cc2)n1 (stereo not given)	3%	5%	i	10%	3%	-11%	31	i	-6%
O=C(NCCc1ccccc1)c1ccc2c(c1)N(Cc1ccccc1Cl)C(=O)c1ccccc1S2	.	11%	i	-6%	?	.	.	.	?
CCOC(=O)C1C(=O)CC(C)(O)C(C(=O)OCC)C1c1ccc([N+](=O)[O-])cc1 (stereo not given)	1%	3%	16%	-1%	-27%	-6%	-7	i	-23%
CCCCNC(=O)c1nc(C2CCN(S(=O)(=O)c3cccc(C(F)(F)F)c3)CC2)oc1-c1ccccc1	5%	6%	-24%	-3%	?	1%	33	i	4%
CS(=O)(=O)N1CCC2(CC1)OCCN2S(=O)(=O)c1ccccc1	-3%	14%	i	0%	-1%	-5%	-5	i	-4%
Cc1nn(CC(=O)NNC(=O)c2ccccc2F)c([N+](=O)[O-])c1Br	2%	-11%	i	-6%	?	13%	3	i	-4%
CCOC(=O)c1ccc(NC(=O)N2CCN(c3cccc(OC)c3)CC2)cc1	-1%	1%	-68%[inhibitor]	-3%	?	5%	8	i	16%
CCOC(=O)C[C@@H]1OC[C@H](CO)N1S(=O)(=O)c1ccc(C)cc1	-8%	-3%	-11%	-19%	-1%	.	6	i	3%
CSc1nc(N)c(C(=O)NC2CCCCC2)s1	2%	?	i	11%	2%	12%	-15	i	-32%
CC1(C)Cc2c(cnn2-c2cccc(F)c2)C(NC(=O)CSc2ccccn2)C1 (stereo not given)	1%	8%	-41%[inhibitor]	-21%	?	13%	-19	.	0%
Cc1occc1C(=O)Nc1sc2c(c1C(N)=O)CCC(C(C)(C)C)C2 (stereo not given)	-7%	-16%	?	-4%	25%	1%	-5	i	5%
CC(C)C1C(=O)NC(=S)N1S(=O)(=O)c1ccc(C(C)(C)C)cc1 (stereo not given)	0%	8%	-14%	17%	?	-11%	0	i	-7%
COc1cc(C(=O)O)ccc1OCC(=O)N1CCOCC1	0%	4%	i	-4%	1%	-8%	12	i	4%
C#CCOCCOCCOCCNc1nc(N2CCN(C(=O)[C@H]([C@@H](C)CC)n3cc(CCCCN)nn3)CC2)nc(N2CCN(C(=O)[C@H](CCCCN)n3cc(CC(C)O)nn3)CC2)n1 (stereo not given in full)	9%	23%	-16%	8%	15%	3%	-18	i	2%
COC(=O)c1ccn(C(=O)c2ccc(Cl)cc2)n1	-8%	-27%	i	-2%	-4%	-5%	22	i	-4%
COc1cccc(OCCCCn2c(-c3ccc(Cl)cc3)nc3ccccc3c2=O)c1	.	-4%	9%	-16%	5%	.	.	.	5%
CN(c1ccc(OCC(=O)O)cc1)S(=O)(=O)c1ccc2ccccc2c1	9%	19%	i	1%	3%	-4%	3	i	-24%
C[C@]12c3[nH]c4cc(-c5ccco5)ccc4c3CCN1C(=O)[C@@H](CC(=O)NCCN1CCOCC1)C[C@@H]2C(=O)N1CCCCC1	0%	-17%	21%	-12%	-1%	-2%	-4	i	27%
COc1ccc(NC(=O)c2onc(C)c2Cl)cc1	-6%	-13%	i	-3%	9%	-4%	-15	i	9%
CCc1nc(N)c(C#N)c(-c2cccn2C)c1C	6%	14%	i	9%	81%[activator]	19%	-11	i	10%
NC(N)=N/N=C/c1ccc(OCc2ccc(Cl)cc2Cl)cc1	0%	27%	-6%	-49%[inhibitor]	12%	-9%	1	i	27%
O=[N+]([O-])c1ccc(OS(=O)(=O)Cc2ccccc2)cc1	7%	?	0%	0%	23%	9%	-7	i	8%
Cc1ccc(Sc2ccc(N3CCCC(C(=O)Nc4ccc(F)cc4F)C3)nn2)cc1 (stereo not given)	.	0%	-15%	14%	?	0%	.	.	-21%
CCc1ccc(C(=O)NNC(=O)CCc2nc3ccccc3c(=O)[nH]2)cc1	-7%	-28%	i	6%	-20%	8%	-2	i	20%
CC(C)COc1ccc(C(=O)OCCN2CCCCC2)cc1	14%	-13%	i	1%	?	12%	2	i	-3%
COc1cc(/C=N/NC(=O)c2ccc3ccccc3c2)ccc1Oc1ccc([N+](=O)[O-])cn1	-5%	-4%	-23%	-2%	?	3%	-5	i	2%
Cc1ccc(N2CC(NC(=O)Cc3cccs3)CC2=O)cc1C (stereo not given)	.	19%	0%	-5%	14%	.	.	.	0%
CC(C)n1nnnc1-c1cc(Cl)cc(Cl)c1	-6%	-13%	i	-12%	-27%	5%	0	i	11%
COc1ccc(N/N=C(\C#N)C(=N)SCc2ccccc2)cc1	?	-44%[inhibitor]	-37%[inhibitor]	-30%[inhibitor]	0.28µM*	13%	-3	i	-9%
O=C(CSc1nnc(-c2cccnc2)n1Cc1ccco1)c1ccc(Cl)cc1	0%	14%	-10%[57.5 µM]	9%	-7%	4%	22	i	29%
CC(=O)NC1(c2ccc(F)cc2)CCN(C(=O)c2c(F)cccc2F)CC1	1%	16%	-7%	11%	11%[0.307 µM]	-12%	1	i	2%
C=CCn1c(O)c(N=NC(=O)C(O)c2ccccc2)c2ccccc21 (stereo not given)	4%	-1%	-25%	-7%	14%	-3%	-15	i	-8%
O=C(CCC1CCCN(C(=O)C2=CCCCC2)C1)N1CCN(c2ccccn2)CC1 (stereo not given)	-5%	-12%	-43%[inhibitor]	1%	0%	3%	-24	i	.
O=C(O)c1ccc(Br)cn1	-7%	-29%[0.397 µM]	i	3%	24%	-2%	-16	i	1%
CC(CNS(=O)(=O)c1ccccc1)Sc1ncccn1 (stereo not given)	-21%	-16%	i	2%	1%	6%	8	i	0%
CCOC(=O)c1c(NC(=O)CSc2n[nH]c(-c3ccco3)n2)sc(C)c1C	1%	5%	-1%	1%	16%	1%	16	i	0%
COC(=O)c1ccc(C2C3=C(Nc4nnnn42)c2ccccc2OC3)cc1 (stereo not given)	-4%	13%	-18%	8%	3%	-6%	?	i	9%
CCCN1CCN(CCCNC(=O)c2ccc3c(c2)NC(=O)c2ccccc2S3)CC1	-7%	0%	14%	-12%	?	-7%	-5	.	-15%
COc1ccccc1C(=O)OCc1cc(=O)n2nc(C(C)C)sc2n1	.	?	-4%	-19%	4%	.	.	.	15%
c1ccc(-n2ncc3c(N4CCCC4)ncnc32)cc1	27%	?	-13%[57.5 µM]	10%	?	-4%	5	i	13%
CC(Sc1ccccc1)C(=O)Nc1ccccc1C(=O)N1CCOCC1 (stereo not given)	-7%	-14%	-1%[57.5 µM]	2%	-7%	4%	?	i	-8%
Cc1ccc(S(=O)(=O)NC(=O)C2(C)CCN2C(=O)c2c(C)noc2C)cc1 (stereo not given)	-6%	19%	i	0%	4%	-6%	16	i	-17%

With a hit mark in GLP1R inv ag (from the list above):
molecule,PTHR1 ag,GLP1R inv ag,GLP1R ag,Akt phos inh
COc1ccc(N/N=C(\C#N)C(=N)SCc2ccccc2)cc1,-37%[inhibitor],0.28µM*,13%,i

Copied from the list:
Value for COC(=O)c1ccc(C2C3=C(Nc4nnnn42)c2ccccc2OC3)cc1 (stereo not given) in TDP43 rescue: 13%
Value for c1ccc(-n2ncc3c(N4CCCC4)ncnc32)cc1 in PTHR1 ag: -13%[57.5 µM]
Value for CC(Sc1ccccc1)C(=O)Nc1ccccc1C(=O)N1CCOCC1 (stereo not given) in FUS yeast rescue: -8%

These rows are one share of the data (hit frequency here may not be typical).
